# SRC2 inh: inhibits human steroid receptor coactivator 2. Q15596. HEK293 GAL4-SRC2 luciferase reporter, luminescence. 370,000 tested, 0.17% active. inhibition, % at 9 µM;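 active means inhibition above the mean inhibition of all tested compounds plus 3 SD, set per campaign, cut at about 52% in these data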;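 further: 0% = DMSO treated cells and 100% = cells given Gossypol at 36 µM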
# TLR9-MyD88 block: blocks human TLR9 binding to MyD88; Q9NR96+Q99836; CHO BLA complementation TLR9-MyD88, CCF4 FRET ratio; inhibition, % at 4.98 µM; 340,000 tested, 0.21% active; AID 504734;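 active means inhibition above the mean over all tested compounds plus 3 SD, cut at about 21% in these data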;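 further: 0% = DMSO only wells and 100% = clavulanate BLA inhibitor control wells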
# SRC1 inh: inhibitors of human steroid receptor coactivator 1 (SRC1); Q15788; HEK293 GAL4-SRC1 luciferase reporter, luminescence; inhibition, % at 3.6 µM; 360,000 tested, 0.12% active;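 active means inhibition above the campaign mean plus 3 SD, with each screening campaign given its own cutoff, cut at about 60% in these data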;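 further: 0% = DMSO treated cells and 100% = gossypol at 36 µM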
# MC4R barr agon: agonists of human melanocortin 4 receptor (MC4R) beta-arrestin | 360,000 tested, 0.98% active | U2OS MC4R beta-arrestin complementation, luminescence; percent of melanotan II response, DMSO zero | activation, % at 8.9 µM | P32245 | AID 540308;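 active means activation above a per-plate cutoff, the mean activation of sample wells on that plate plus 3 SD, cut at about 8% in these data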
# COUP-TFII inh: NR2F2 (human) inhibition, primary screen; P24468; HEK293T NGFI-A luciferase reporter, luminescence; inhibition, % at 8.6 µM; 370,000 tested, 0.7% active; AID 686940;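 active means inhibition above a per-plate cutoff, mean inhibition of test wells between control levels plus 3 SD, cut at about 38% in these data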;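 further: cells cotransfected with COUP-TFII expression vector driving the NGFI-A reporter; 0% = median of COUP-TF2 test wells and 100% = reporter-only cells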
# Target sequence (P24468 whole entry, looked up): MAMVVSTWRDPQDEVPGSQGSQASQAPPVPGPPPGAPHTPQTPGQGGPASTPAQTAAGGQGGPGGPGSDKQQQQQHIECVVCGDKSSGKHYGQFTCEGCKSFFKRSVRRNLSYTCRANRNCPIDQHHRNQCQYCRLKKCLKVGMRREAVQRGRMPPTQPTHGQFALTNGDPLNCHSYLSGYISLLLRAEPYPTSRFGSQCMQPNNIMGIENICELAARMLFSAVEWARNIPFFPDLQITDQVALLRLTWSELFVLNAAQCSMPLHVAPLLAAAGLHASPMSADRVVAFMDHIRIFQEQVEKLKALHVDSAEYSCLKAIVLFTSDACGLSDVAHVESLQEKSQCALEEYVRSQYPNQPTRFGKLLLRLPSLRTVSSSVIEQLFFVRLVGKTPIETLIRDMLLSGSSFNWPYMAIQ
# MC4R antag cAMP: antagonists of human melanocortin 4 receptor (MC4R); MC4R-expressing cells, MTII-stimulated cAMP, LANCE TR-FRET; AID 540295; inhibition, % at 6.5 µM; 360,000 tested, 0.48% active; P32245;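 active means inhibition above its plate's cutoff, the mean of tested wells on that plate plus 3 SD, cut at about 29% in these data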;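 further: 0% = Melanotan II alone and 100% = Melanotan II plus saturating MCL0020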
#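 Test system: U2OS cells stably expressing human melanocortin 4 receptor (MC4R); also added: Melanotan II challenge; compound: 6.5 µM single dose; timing: 30-min compound preincubation, 1-h Melanotan II challenge, 1-h detection, room temperature; signal: Eu-cAMP/anti-cAMP TR-FRET, emission 671 nm; repeats: one well per compound, no replicates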
# ABHD5-PLIN5 inh: inhibitors of human ABHD5-perilipin-5 interaction; inhibition, % at 4 µM; Q00G26+Q8WTS1; AID 602281; Split G. princeps luciferase complementation, luminescence, 4 h; 360,000 tested, 0.78% active;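 active means inhibition above the mean inhibition across every tested compound plus 3 SD, cut at about 22% in these data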;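 further: 0% = DMSO only wells and the 100% control is not disclosed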
# EBV LMP1 NFkB: Epstein-Barr LMP1 NF-kappaB reporter inhibition | inhibition, % at 12.5 µM | 350,000 tested, 0.69% active | LMP1-induced NF-kappaB luciferase reporter cells, luminescence; in the data active means inhibition above about 41%;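 further: 0% = neutral control wells and 100% = reference inhibitor control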
# LRH-1 inv ag: suppresses constitutive activity of human LRH-1; O00482; HEK293T StAR-luciferase reporter, LRH-1 transfected, 24 h; inhibition, % at 3.6 µM; 360,000 tested, 0.13% active;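 active means inhibition above the mean inhibition of all tested compounds plus 3 SD, cut at about 73% in these data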;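 further: 0% = DMSO wells and 100% = reporter-only cells lacking LRH-1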
# Target sequence (O00482 whole entry, looked up): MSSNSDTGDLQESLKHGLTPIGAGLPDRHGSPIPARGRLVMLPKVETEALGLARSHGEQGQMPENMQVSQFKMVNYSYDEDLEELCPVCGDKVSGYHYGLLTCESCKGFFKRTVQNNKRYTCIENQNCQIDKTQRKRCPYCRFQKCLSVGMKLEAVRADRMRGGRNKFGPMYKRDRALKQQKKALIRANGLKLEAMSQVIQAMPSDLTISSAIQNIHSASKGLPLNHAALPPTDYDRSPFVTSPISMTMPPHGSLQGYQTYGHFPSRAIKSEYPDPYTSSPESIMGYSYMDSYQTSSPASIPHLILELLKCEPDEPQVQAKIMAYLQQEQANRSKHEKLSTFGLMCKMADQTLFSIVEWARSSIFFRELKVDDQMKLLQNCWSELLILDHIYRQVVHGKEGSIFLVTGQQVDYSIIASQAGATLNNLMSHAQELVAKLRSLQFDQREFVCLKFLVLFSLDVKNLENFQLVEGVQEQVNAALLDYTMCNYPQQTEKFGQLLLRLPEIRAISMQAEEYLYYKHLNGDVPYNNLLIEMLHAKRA
# NCOA3 inh: inhibits human SRC3 coactivator; Q9Y6Q9; HEK293 GAL4-SRC3 luciferase reporter, luminescence; inhibition, % at 3.6 µM; 360,000 tested, 0.17% active; AID 588352;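 active means inhibition above a per-campaign cutoff, the mean of all compounds plus 3 SD, cut at about 60% in these data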;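 further: 0% = DMSO-treated cells and 100% = gossypol-treated cells at 36 µM; higher means less SRC3-driven luciferase light from the GAL4 reporter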
# NOD2 RIPK2 PPI: blocks binding of human NOD2 to RIPK2; AID 624267; O43353; 360,000 tested, 0.38% active; CHO BLA complementation NOD2-RIPK2, CCF4 ratio; inhibition, % at 4.98 µM; in the data active means inhibition above about 21%;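 further: 0% = vehicle only and 100% = reference blocker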
# * hit, by the source's call; x = no result given.
SMILES,SRC2 inh,TLR9-MyD88 block,SRC1 inh,MC4R barr agon,COUP-TFII inh,MC4R antag cAMP,ABHD5-PLIN5 inh,EBV LMP1 NFkB,LRH-1 inv ag,NCOA3 inh,NOD2 RIPK2 PPI
Cc1cccc(C(=O)NCC(=O)N2CC(=O)Nc3ccccc32)c1,-23,14,-7,-0.8,12,15,-2,-7,11,-9,-5
Nc1nonc1-n1nnc(C(=O)N/N=C/c2ccc3c(c2)OCO3)c1-c1ccccc1,1,2,13,-0.7,8,23,-1,-5,-3,0,-2
CCCCn1nnnc1C(c1ccccc1)N1CCN(c2ccccc2OC)CC1 (stereo unspecified),-9,x,x,x,-1,x,0,x,5,x,-1
c1cn(CC2(Cn3ccnc3)COC2)cn1,-13,-2,-9,1.1,9,-12,10,-13,2,22,-8
COc1cccc(C(=O)Nc2ccc(S(=O)(=O)N3CCCCC3)cc2)c1OC,-2,4,-7,-1.6,-3,15,-2,-6,-21,-17,5
O=C(CNC(=O)c1ccco1)OCc1c(F)cccc1Cl,5,-1,11,-1.7,0,4,-3,-2,5,5,-14
Cc1ccc(/C([O-])=C(/C(=S)Nc2ccc(SC(F)F)cc2)[n+]2ccccc2)cc1[N+](=O)[O-],-23,10,-12,-4.0,0,6,-7,-10,-4,-8,5
CC(NC(=O)c1cccc(N(C)C)c1)c1ccc(-n2ccnc2)cc1 (stereo unspecified),11,-5,-50,0.3,2,2,13,-2,-4,12,-16
COc1cc(/C=N/Nc2nc(Nc3ccccc3)nc(-n3nc(C)cc3C)n2)cc(OC)c1OC,-12,-17,-14,-2.8,7,21,-8,13,32,9,-11
CN(c1ccccc1C(=O)NC1CC2CCC1C2)S(=O)(=O)c1ccccc1 (stereo unspecified),-52,5,-31,-0.7,-3,0,0,1,5,16,1
O=C(CN1CCN(S(=O)(=O)c2ccccc2)CC1)Nc1ccccc1C(=O)c1ccccc1,16,-6,-4,-1.4,12,3,4,6,-8,8,4
COc1ccc(-c2nc3ccc(Br)cn3c2CC(C)(C)C)cc1OC,-23,x,0,x,-6,x,-8,x,6,3,-6
O=C(O)CC1NC(=S)N(Cc2ccccc2)C1=O (stereo unspecified),-2,-4,4,0.7,11,7,11,12,-1,-1,8
COc1cccc(NC(=O)C2CC2(c2cccc(OC)c2)c2cccc(OC)c2)c1 (stereo unspecified),-13,-11,8,-0.5,-1,11,-1,-9,10,14,-6
C=C(C)COc1ccc2c(C)c(CC(=O)OC)c(=O)oc2c1C,x,-3,-65,1.5,x,-11,1,-20,-74,-58,6
Cc1cccc(C)c1NC(=O)Cn1c(CN2CCCCC2)nc2ccccc2c1=O,8,-5,-5,-0.3,-7,10,6,6,-1,14,-1
Cc1ccc2nc(NC(=O)C3=NN(c4ccccc4)C(=O)CC3)sc2c1,-8,-7,-6,-2.0,7,8,-5,1,-38,0,-23
CC1CCN(Cc2cnc(Cl)s2)CC1,-15,-8,2,-0.9,-13,0,-2,-6,17,6,7
Cc1ccc(C(=O)CSc2ncnc3ccccc23)o1,-37,-3,-64,-1.1,-45,8,-7,-8,-37,-28,3
O=c1oc2ccccc2c(NC2CCCCC2)c1NS(=O)(=O)c1ccc(Cl)cc1,21,8,1,0.6,4,7,-6,5,-17,-16,0
CS(=O)(=O)c1ccc(NC(=O)c2ccc3c(c2)S(=O)(=O)N=C2CCCCCN23)cc1,-22,-2,-3,-2.0,6,15,1,5,2,14,-3
CCOc1ncccc1C(=O)OC(C)C(=O)Nc1ccc(CC)cc1 (stereo unspecified),6,-1,-15,-2.4,-3,10,5,3,5,12,-10
CCCCc1c(O)nc(SC2CC(=O)N(c3ccc(C(=O)OCC)cc3)C2=O)[nH]c1=O (stereo unspecified),-9,-6,-43,-1.7,16,3,0,5,-2,-2,5
COc1ccc(NC(=O)Nc2ccccc2SC)c(OC)c1,-27,2,-12,1.1,-2,34*,-3,-5,2,8,-13
Cc1ccc(N2CC(NC(=O)N3CCN(C(=O)c4ccco4)CC3)CC2=O)cc1 (stereo unspecified),5,-1,10,0.3,-15,5,3,-1,-11,2,-1
COCCNC(=O)C1(C)CCCN(C(=O)c2ccc3c(c2)OCO3)C1 (stereo unspecified),12,x,-5,0.3,-2,14,-4,x,17,6,-5
O=C1c2ccccc2C(=O)N1N(c1ccccc1)c1ccccc1,1,-9,-9,-1.1,-5,8,9,9,2,-19,-2
Cc1ccc(OCCCCn2c(CO)nc3ccccc32)cc1,-5,5,4,0.1,33,6,-1,3,-15,9,3
COc1ccc(C2C(C(C)=O)=C(O)C(=O)N2c2cccnc2)c(OC)c1 (stereo unspecified),-16,-1,4,-0.6,-11,2,0,5,8,6,-13
COc1ccccc1CNc1nc(NCc2cnc(C)cn2)c2sccc2n1,-7,x,16,-2.0,20,-5,6,x,10,-6,0
O=c1c2oc3ccccc3c2ncn1Cc1ccc(F)cc1,-1,13,-19,0.0,2,4,-2,-6,-6,14,-4
O[C@@H]1C[C@H](c2ccc(Cl)cc2)N(CC2CCCCC2)C[C@H]1n1cc(C2CC2)nn1,9,-10,7,1.3,-17,12,-7,-1,19,-8,5
COC(=O)CCCC1=CC2=C(c3ccccc3)C(=O)C(C)(OC(=O)C3CCCC3)C(=O)C2=CN1Cc1ccco1 (stereo unspecified),-10,2,-8,-1.9,2,15,4,3,-40,-11,6
COc1ccc(NC(=O)CN2CCC(C(N)=O)(N3CCCCC3)CC2)c(OC)c1,5,-1,-2,-2.6,2,7,1,1,16,-1,-3
CCOC(=O)N1CCC(N(CCOC)C(=O)Nc2ccc(Cl)cc2)CC1,-15,4,5,-2.8,-17,2,-1,4,-24,11,-1
COc1ccc(CN2CCC(C(=O)c3cccc(Cl)c3)CC2)cc1,-33,-1,18,-2.4,7,1,-1,0,8,-11,4
Cc1ccc(C(=O)N2CCC(C(N)=O)CC2)cc1C,-21,6,7,0.5,-2,10,2,4,2,-14,4
COc1ccc(S(=O)(=O)N2CCCCCC2)cc1C(=O)Nc1ccc(C(=O)N(C)C)cc1,-3,9,-6,-0.1,19,10,-4,2,20,15,8
Cc1cc(C)n(-c2nnc(C)n2/N=C/c2ccc(O)cc2)n1,4,5,-15,-1.2,7,-8,3,6,6,13,0
O=C(Nc1ccncc1)c1cccc(F)c1,2,8,6,-0.8,15,0,4,-1,9,18,-10
O=C(NCc1ccccc1Cl)/C(=C\c1cccnc1)NC(=O)c1ccccc1,12,-1,-5,0.6,-7,11,-2,-9,-10,2,11
CCc1cccc(NC(=O)CN(C)S(=O)(=O)c2cccs2)c1,10,-8,-22,-1.2,-24,3,-2,-3,-10,-15,-14
O=C(O)Cn1ncc2c1-c1ccoc1CC2,4,10,2,-0.5,-6,7,6,-9,-1,-5,2
COc1ccc(-n2nc3c(N4CCC(C(=O)N5CCCCCC5)CC4)nnc(C)c3c2C)cc1,-7,-10,-91,-3.2,16,3,-3,6,6,-33,-16
Cc1ccc2cc(CCNC(=O)Cc3cccs3)c(=O)[nH]c2c1,-37,2,-6,-0.8,9,5,3,-8,12,14,-2
CC(=O)N1c2ccc(S(=O)(=O)N3CCCC(C(=O)N4CCCCC4)C3)cc2CC1C (stereo unspecified),16,14,-5,-1.2,-9,5,5,0,-11,-3,1
CCOC(=O)c1c(C)[nH]c(C(=O)NCCN2CCOCC2)c1C,-27,-2,-8,-1.0,3,2,3,-4,-5,0,-6
COCCNC(=O)Cc1ccc(F)cc1,-5,2,0,-1.2,-30,-2,-5,-7,-1,0,3
COc1cc(C(C(=O)NCC2CCCO2)N(C(=O)Cn2nnc3ccccc32)c2ccc(OC)c(OC)c2)ccc1O (stereo unspecified),-4,0,4,-1.9,15,9,-5,-7,2,5,-10
CCOC(=O)c1c(Nc2nc(C)c(C(=O)NC)s2)sc(C)c1C,0,0,-5,1.6,7,10,-12,10,4,-26,1
Oc1[nH]c2ccccc2c1N=NC(=S)NCCc1ccccc1,-25,13,-2,-5.2,10,-36,-6,1,5,-13,5
N#C/C(=C\Nc1ccc(F)c(Cl)c1)S(=O)(=O)c1ccccn1,11,x,3,-0.6,-13,3,-2,2,-1,-4,-16

# Given as labelled records: entries from further up.
> COc1cc(C(C(=O)NCC2CCCO2)N(C(=O)Cn2nnc3ccccc32)c2ccc(OC)c(OC)c2)ccc1O (stereo unspecified)
  SRC2 inh = -4	TLR9-MyD88 block = 0	SRC1 inh = 4	MC4R barr agon = -1.9	COUP-TFII inh = 15	MC4R antag cAMP = 9	ABHD5-PLIN5 inh = -5	EBV LMP1 NFkB = -7	LRH-1 inv ag = 2	NCOA3 inh = 5	NOD2 RIPK2 PPI = -10
> CCOC(=O)c1c(Nc2nc(C)c(C(=O)NC)s2)sc(C)c1C
  SRC2 inh = 0	TLR9-MyD88 block = 0	SRC1 inh = -5	MC4R barr agon = 1.6	COUP-TFII inh = 7	MC4R antag cAMP = 10	ABHD5-PLIN5 inh = -12	EBV LMP1 NFkB = 10	LRH-1 inv ag = 4	NCOA3 inh = -26	NOD2 RIPK2 PPI = 1
> Oc1[nH]c2ccccc2c1N=NC(=S)NCCc1ccccc1
  SRC2 inh = -25	TLR9-MyD88 block = 13	SRC1 inh = -2	MC4R barr agon = -5.2	COUP-TFII inh = 10	MC4R antag cAMP = -36	ABHD5-PLIN5 inh = -6	EBV LMP1 NFkB = 1	LRH-1 inv ag = 5	NCOA3 inh = -13	NOD2 RIPK2 PPI = 5
> N#C/C(=C\Nc1ccc(F)c(Cl)c1)S(=O)(=O)c1ccccn1
  SRC2 inh = 11	TLR9-MyD88 block = x	SRC1 inh = 3	MC4R barr agon = -0.6	COUP-TFII inh = -13	MC4R antag cAMP = 3	ABHD5-PLIN5 inh = -2	EBV LMP1 NFkB = 2	LRH-1 inv ag = -1	NCOA3 inh = -4	NOD2 RIPK2 PPI = -16

# A portion of the library. The share of hits here may be higher or lower than overall.
